GRIN3A LBD mod: binders of NR3A ligand-binding domain, primary screen, biophysical, differential scanning fluorimetry, uHTS; Glutamate receptor ionotropic, NMDA 3A (GRIN3A) ligand-binding domain; NR3A LBD differential scanning fluorimetry, Tm shift; 0% = protein alone, 100% = glycine-bound protein; Tm shift relative to glycine control, % at 25 µM; 340,000 tested, 2.5% active; AID 1259313, 2017;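 active = melting temperature shift of at least 10% of the positive control shift, at one fixed dose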
tim23-1 inh: growth inhibitors of tim23-1 mutant yeast, primary screen, luminescence, uHTS; S. cerevisiae tim23-1 growth, BacTiter-Glo luminescence, 24 h; 330,000 tested, 1.3% active; inhibition, % at 20 µM; AID 463212, 2010;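 active = growth inhibition of the mutant yeast at or above 50%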;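 note: temperature-sensitive mutant grown at 25 °C; plate controls were DMSO-treated mutant yeast for no effect and medium wells lacking yeast for full effect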
Mdm2 MdmX PPI: inhibitors of human Mdm2-MdmX association, primary screen, cell-based, luminescence, split luciferase, SaOS-2, uHTS; SaOS-2 split-luciferase Mdm2/MdmX complementation; Protein Mdm4 (Homo sapiens) + E3 ubiquitin-protein ligase Mdm2 (Homo sapiens), …; 330,000 tested, 3% active; inhibition, % at 8 µM;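 active = inhibition of at least 50% at 8 µM in the primary screen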
Target sequence (O15151 whole entry, looked up): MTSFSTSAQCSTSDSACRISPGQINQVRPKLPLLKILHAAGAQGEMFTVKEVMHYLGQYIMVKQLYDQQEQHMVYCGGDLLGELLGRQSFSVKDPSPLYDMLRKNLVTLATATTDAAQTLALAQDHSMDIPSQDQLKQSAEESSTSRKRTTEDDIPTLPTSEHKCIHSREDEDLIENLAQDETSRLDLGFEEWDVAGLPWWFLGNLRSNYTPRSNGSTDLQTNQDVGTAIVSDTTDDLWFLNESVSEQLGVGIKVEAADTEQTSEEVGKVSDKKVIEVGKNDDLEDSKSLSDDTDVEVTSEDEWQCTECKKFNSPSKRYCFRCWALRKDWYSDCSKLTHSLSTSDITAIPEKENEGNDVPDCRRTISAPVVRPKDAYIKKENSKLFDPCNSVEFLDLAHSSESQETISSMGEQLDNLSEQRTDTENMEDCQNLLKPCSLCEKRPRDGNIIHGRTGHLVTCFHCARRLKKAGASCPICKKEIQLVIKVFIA
Target sequence (Q00987 whole entry, looked up): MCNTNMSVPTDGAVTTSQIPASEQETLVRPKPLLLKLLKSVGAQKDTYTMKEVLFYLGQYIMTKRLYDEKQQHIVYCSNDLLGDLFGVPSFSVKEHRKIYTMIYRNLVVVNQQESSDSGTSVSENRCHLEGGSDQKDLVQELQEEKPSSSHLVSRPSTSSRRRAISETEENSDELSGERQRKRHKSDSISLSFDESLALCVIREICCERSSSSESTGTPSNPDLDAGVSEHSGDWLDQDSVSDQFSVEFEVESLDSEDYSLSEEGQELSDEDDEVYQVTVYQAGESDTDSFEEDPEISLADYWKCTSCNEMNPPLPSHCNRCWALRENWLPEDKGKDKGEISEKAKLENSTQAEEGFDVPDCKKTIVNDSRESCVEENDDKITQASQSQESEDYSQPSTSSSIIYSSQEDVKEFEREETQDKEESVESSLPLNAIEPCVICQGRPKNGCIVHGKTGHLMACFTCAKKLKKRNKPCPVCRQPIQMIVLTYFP
APJ ag: agonists of human apelin receptor APJ, primary screen, CHO-K1 cells, PathHunter beta-arrestin, luminescence; P35414; 0% DMSO wells, 100% apelin; activation, % at 20 µM; 330,000 tested, 0.11% active;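 active = activation more than six SD over the plate average, tested at 20 µM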;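 note: 0% = DMSO alone and 100% = apelin-13 at 10 nM; some results filed as inactive read as strong as hits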
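Assay system: CHO-K1 cells stably expressing ProLink-tagged human APJ and arrestin–beta-gal acceptor. Compound dosing: 20 µM single point, 1% DMSO. Times: 16-18 h seeding, 90 min dark compound exposure, 60 min detection. Detection: beta-gal luminescence. Evaluation: APJ–arrestin association signal. Controls: negative DMSO alone, positive Apelin-13 at 10 nM.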
XBP1 UPR activ: activators of adaptive XBP1 UPR arm, primary screen, cell-based, CHO-XBP1 luciferase reporter, luminescence, uHTS; AID 463104, 2010; IRE1-XBP1 UPR activation; percent of tunicamycin response, DMSO as zero; 330,000 tested, 0.33% active; activation, % at 20 µM;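 active = versus positive control, 20 µM dose yields 30% or more activation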;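 note: 100% = tunicamycin at 10 µg/mL and 0% = DMSO only wells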
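Signal: luciferase luminescence; Assay system: CHO-XBP1 luciferase reporter cells; Amount: one thousand reporter cells per well; Dosing: 20 µM single concentration, DMSO 1%; Benchmarks: high control tunicamycin 10 µg/mL final, low control DMSO vehicle only; Schedule: 6 h compound exposure at 37 °C, 5% CO2; Evaluation: percent activation relative to tunicamycin reference.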
tim10-1 inh: growth inhibitors of tim10-1 mutant yeast, primary screen, luminescence, uHTS; S. cerevisiae tim10-1 ts strain growth, BacTiter-Glo, 24 h; inhibition, % at 20 µM; 330,000 tested, 2.2% active;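 active = inhibition of at least 40%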;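 note: mutant grown at 25 °C; 0% = DMSO wells with yeast and 100% = wells holding no yeast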
CHOP UPR activ: activators of apoptotic CHOP UPR arm, primary screen, cell-based, CHO-CHOP luciferase reporter, luminescence, uHTS; UPR activation; percent of tunicamycin response over DMSO baseline; activation, % at 10 µM; 330,000 tested, 0.34% active; AID 449763, 2010;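 active = at 10 µM dose, activation of 40% or more, normalized to positive control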;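 note: 100% = tunicamycin at 10 µg/mL and 0% = DMSO alone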
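Material: CHO-CHOP cells, stable luciferase reporter of PERK-eIF2a-CHOP signalling; quantity: 500 reporter cells seeded per well; buffer or medium: F12 medium containing 10% fetal bovine serum; compound: one dose, 10 µM in 0.5% DMSO; incubation: 6 h compound treatment, 37 °C; measured by: Steady-Glo luciferase luminescence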
NALP3 yeast inh: NALP3 inflammasome inhibitors in reconstituted yeast, primary screen, luminescence, uHTS; Yeast reconstituted NLRP3/ASC/caspase-1, beta-gal luminescence, 24 h; inhibition, % at 10 µM; 330,000 tested, 0.39% active; AID 2825, 2010;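 active = inhibition of 50% or more; inactive = inhibition below 50%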;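 note: plate controls were induced DMSO wells for no effect and uninduced yeast grown without galactose for full effect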
TIM10 inh: growth inhibitors of isogenic TIM10 control yeast, primary screen, counter-screen for tim10-1 yeast inhibitor project, luminescence, uHTS; S. cerevisiae TIM10 strain growth, BacTiter-Glo luminescence, 24 h; inhibition, % at 10 µM; 330,000 tested, 1.4% active;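 active = inhibition of 40% or more at the single tested concentration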;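 note: wild-type TIM10 isogenic control strain grown at permissive 25 °C; 0% = DMSO yeast wells and 100% = minimal medium wells without yeast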
An asterisk follows results filed as active; . = no result given; & = joins results of further samples.

SMILES	GRIN3A LBD mod	tim23-1 inh	Mdm2 MdmX PPI	APJ ag	XBP1 UPR activ	tim10-1 inh	CHOP UPR activ	NALP3 yeast inh	TIM10 inh
Cc1ccc(C)c(S(=O)(=O)Nc2cc3c4c(c2)CCC(=O)N4CCC3)c1	-3	-4	-1	5	-1	-3	-0.3	15	8
CC[C@]12CCCN3CCc4c(n(c5ccccc45)C(=O)C1)[C@@H]32	-2	-9	43	-3	-1	12	0.0	21	6
Cc1ccc(OCC(=O)NNC(=O)c2cc3ccccc3o2)cc1	-1	-19	-23	-3	-1	15	-1.9	2	-7
CCN(CC)CC(=O)Nc1ccc(C)cc1Br	-3	3	5	0	2	-23	1.0	16	-16
COCCn1c(=NC(=O)c2cc(Cl)sc2Cl)sc2cc(S(N)(=O)=O)ccc21	28*	25	14	-2	8	36	1.7	11	6
Cc1ccccc1-c1noc(CNC(=O)COc2ccccc2)n1	0	27	6	-4	-2	21	1.1	21	6
CCOC(=O)C1=C(C)N(CC(C)C)C(=O)/C1=C\c1cccs1	2	30	0	-2	0	15	-0.8	13	0
CS(=O)(=O)N1CCC(C(=O)Nc2cc(Cl)cc(Cl)c2)CC1	-3	9	7	-2	-2	7	-0.4	0	-4
Cc1ccc(C(=O)N2CCN(S(=O)(=O)c3ccccc3[N+](=O)[O-])CC2)o1	0	15	-35	-3	1	13	-0.5	20	17
Cc1ccc(N2CC(C(=O)OCC(=O)Nc3ccc(F)cc3F)CC2=O)cc1 (stereo unspecified)	-1	17	1	-3	-1	8	0.5	5	18
COc1ccc(/C=N/NC(=O)CCCCCNC(=O)c2ccccc2)cc1	-1	-10	6	-3	0	-12	0.0	11	-20
O=C(COc1cc2oc(=O)c3c(c2cc1Cl)CCC3)Nc1ccc(CN2CCOCC2)cc1	0	-9	52*	2	0	4	0.9	4	-2
C=CCNC(=S)NNC(=O)c1ccc(OCC)cc1	-1	13	-6	2	1	22	-0.5	0	15
Cc1cc(NC(=O)CSc2c[nH]c3ccccc23)no1	0	2	-8	-1	-3	4	-1.1	15	-9
Cc1oc(CC(C)C)c(CN2CCCC2)c1C(=O)O	0	7	5	-2	-1	3	-2.4	6	4
C=CCN(CC=C)C(=O)CCc1nnc(CCc2c[nH]c3ccccc23)o1	-1	14	-4	-2	-1	2	0.6	9	6
Cc1cccc(NC(=O)Cn2nnc(C(=O)NCc3cccs3)c2N)c1C	2	10	34	5	2	9	1.1	-9	9
CSCCC(NS(=O)(=O)/C=C/c1ccccc1)C(=O)NCCc1ccc(S(N)(=O)=O)cc1 (stereo unspecified)	0	0	16	1	-2	16	-0.9	9	15
CN(C)c1cccc(NC(=O)C2(C)CC2(Cl)Cl)c1 (stereo unspecified)	-1	22	-9	3	-1	-6	0.5	11	3
Cc1nn(CC(=O)Nc2ccc(Cl)cn2)c(C)c1Br	-1	28	17	3	-1	16	1.4	25	6

3 of the compounds above, as labelled records:
Cc1ccc(C)c(S(=O)(=O)Nc2cc3c4c(c2)CCC(=O)N4CCC3)c1
  GRIN3A LBD mod: -3
  tim23-1 inh: -4
  Mdm2 MdmX PPI: -1
  APJ ag: 5
  XBP1 UPR activ: -1
  tim10-1 inh: -3
  CHOP UPR activ: -0.3
  NALP3 yeast inh: 15
  TIM10 inh: 8
CCN(CC)CC(=O)Nc1ccc(C)cc1Br
  GRIN3A LBD mod: -3
  tim23-1 inh: 3
  Mdm2 MdmX PPI: 5
  APJ ag: 0
  XBP1 UPR activ: 2
  tim10-1 inh: -23
  CHOP UPR activ: 1.0
  NALP3 yeast inh: 16
  TIM10 inh: -16
C=CCNC(=S)NNC(=O)c1ccc(OCC)cc1
  GRIN3A LBD mod: -1
  tim23-1 inh: 13
  Mdm2 MdmX PPI: -6
  APJ ag: 2
  XBP1 UPR activ: 1
  tim10-1 inh: 22
  CHOP UPR activ: -0.5
  NALP3 yeast inh: 0
  TIM10 inh: 15

Next section.
SMILES	GRIN3A LBD mod	tim23-1 inh	Mdm2 MdmX PPI	APJ ag	XBP1 UPR activ	tim10-1 inh	CHOP UPR activ	NALP3 yeast inh	TIM10 inh
COc1ccc(S(=O)(=O)N(C)CC(=O)O)c2ccccc12	-1	1	10	2	-3	-5	-1.4	-2	4
COc1cccc(OCc2nnc(SCC(=O)OCc3ccccc3)o2)c1	1	2	-1	-3	8	32	-0.3	8	-6
CCOC(=O)c1sc(=S)n(-c2ccc(Cl)cc2)c1C	0	26	29	-1	-2	14	-2.5	16	10
COc1ccc2cc(CN(CC3CCCO3)C(=O)Nc3ccccc3)c(=O)[nH]c2c1 (stereo unspecified)	-1	28	11	-4	1	13	-0.6	25	14
Cn1c(Cn2c(=O)sc3ccccc32)nnc1SCC(=O)Nc1ccccc1F	-3	8	3	-4	-1	-3	-1.5	9	5
O=S1(=O)CCC(NC(=S)N2CCOCC2)C1 (stereo unspecified)	0	4	0	-4	3	-4	1.3	6	1
O=C(NC1CC1)c1cc(Cl)nc2ccccc12	1	-9	-5	11	2	-1	-1.1	29	0
CCCCCn1c(N)c(-c2nc3ccccc3s2)c2c([N+](=O)[O-])nn(CC)c(=O)c21	-3	15	92*	-4	5	8	3.8	5	0
COc1ccc(/C=N/Nc2nn3cnnc3c3ccccc23)cc1	1	6	3	0	3	16	1.6	21	11
CS(=O)(=O)N1CCc2cc(C(=O)Nc3ccc(O)cc3)ccc21	-11	5	12	3	-3	-5	1.7	5	-2
COC(=O)C1CN(C(=O)COc2ccccc2)c2ccccc2O1 (stereo unspecified)	1	11	-21	-1	-7	23	-0.7	13	14
O=C(NC1=NCCS1)c1cccs1	4	2	10	0	2	-3	-0.4	20	1
CN(C)C(=O)c1ccc(-c2cc(C(F)(F)F)nn2C)s1	-1	13	-39	-1	4	12	4.7	10	12
Cc1nn(-c2ccccc2)c2ncc(C(=O)c3cc(Cl)ccc3O)cc12	4	18	9	-1	-1	23	1.2	18	18
Cc1cc(-c2n[nH]c(=S)n2/N=C/c2cccc(O)c2)n[nH]1	-2	-4	-2	3	-2	-9	-0.2	11	2
CCCc1ccc(S(=O)(=O)N2CCN(C(C)C(=O)NCc3ccc(OC)cc3)CC2)cc1 (stereo unspecified)	0	37	2	0	-2	29	-0.1	8	24
CN=C(Nc1cc(C)nn1-c1ccccc1)c1ccccc1F	0	5	8	-4	2	22	-0.1	6	21
CCOc1ccccc1OCC(=O)NC1CCCCC1	0	18	8	-5	0	12	-1.4	23	-4
COC(=O)c1ccc(OS(=O)(=O)c2ccc(NC(C)=O)cc2)cc1	2	9	4	-2	-1	14	-0.6	6	-5
O=C(NNc1c(F)c(F)cc(F)c1F)c1cc2ccccc2oc1=O	1	22	-99	-4	-1	8	5.3	7	4
COc1cccc(CNC(=O)c2ccccc2C(=O)NC(C)(C)C(=O)NCc2cccc(OC)c2)c1	-2	-26	27	-4	-2	-4	4.6	19	0
CCCCn1c(=O)c(CCC(=O)OCC(=O)Nc2ccc(F)c(Cl)c2)nc2ccccc21	5	8	9	-1	-1	20	0.6	3	-18
Cc1ccc(OCC(=O)NC(=S)Nc2ccc(Br)c(C)n2)cc1	.	22	-2	5	0	3	-0.1	7	0
COc1ccc2c(C)cc(Sc3nnnn3-c3ccccc3)nc2c1	0	40	16	-3	-2	4	-0.1	0	14
CC(=O)c1c(C)[nH]c(C(=O)CN2C(=O)NC(C)(C)C2=O)c1C	0	-13	18	7	-1	-29	-0.4	-1	-7
CCOc1ccc(N(CC(=O)Nc2ccc(OC)cc2)S(=O)(=O)c2c(C)noc2C)cc1	-9	1	15	-1	-6	-14	0.4	7	-2
c1ccc(-c2n[nH]c3ccccc23)cc1	-1	31	13	0	-1	-2	1.4	65*	18
CCOc1ccc(-c2cc(C(=O)NN3CCN(C)CC3)c3cc(Cl)ccc3n2)cc1	.	16	27	-2	0	23	0.8	10	-2
COc1ccc2c(C(=O)c3ccc(C)cc3)n(Cc3ccc(C(N)=O)cc3)[n+]([O-])c2c1	-1	1	29	10	3	-10	5.5	20	2
O=C(NNS(=O)(=O)c1ccc(Cl)cc1)C1CCN(Cc2ccccc2)CC1	2	-7	2	-3	1	14	0.5	0	-18
O=C(c1ccc(S(=O)(=O)Cc2cc(F)ccc2F)c([N+](=O)[O-])c1)N1CCCC1	-2	40	31	9	-2	28	2.4	-11	27
OCCNc1nc(N2CCOCC2)nc(N2CCOCC2)n1	2	6	-21	0	-1	5	1.2	2	-17
Cc1c(C(=O)NC(C)CCc2ccccc2)cccc1[N+](=O)[O-] (stereo unspecified)	2	9	10	5	-4	21	-1.0	16	16
CCOc1cc(C2C3=C(CC(C)(C)CC3=O)N(C)C3=C2C(=O)CC(C)(C)C3)ccc1O	-1	14	19	-1	-4	14	-9.1	13	-3
CC(=O)c1cnc2nc(SCc3ccc(Cl)cc3)nn2c1C	-3	45	1	-3	0	-11	16	53*	-13
CCOc1cc(/C=N/NC(=O)c2nnn(-c3nonc3N)c2C)ccc1OCc1ccc(F)cc1	15*	10	44	-1	5	23	1.1	8	-8
Oc1cnn(-c2ccccc2)c1	15*	2	7	3	0	-23	0.9	16	-7
Cc1c(NC(=O)c2ccc3c(c2)C(=O)N(CC2CCCO2)C3=O)cccc1C(=O)O (stereo unspecified)	-1	2	21	-1	-4	3	1.1	21	8
O=C(Nc1ccccc1)N1CCC(C(=O)N(Cc2ccco2)Cc2cccs2)CC1	0	15	3	-1	-2	24	-1.7	-12	20
Cc1cc(-n2c(C)cc(C(=O)CSc3[nH]c(=O)cc(C(F)(F)F)c3C#N)c2C)no1	4	-3	31	-2	-1	-8	-2.1	11	8
Cc1cc(C)c(CN2CCN(C(=O)Cn3ccc(N)nc3=O)CC2)c(C)c1	0	-16	2	-2	2	2	-2.1	12	0
CCOCCCNC(=O)CCC(=O)NNc1nc2ccccc2c2nc(-c3ccccc3)nn12	-1	-7	24	-4	3	16	-2.4	-15	11
CC(C)NC(=O)c1ccc2c(=O)n(Cc3ccco3)c(=S)[nH]c2c1	1	14	-14	-3	1	13	-0.7	5	-2
NC(=NCCCCCCN=C(N)/N=C(\N)Nc1ccc(Cl)cc1)/N=C(\N)Nc1ccc(Cl)cc1	-18&-8&0	23	91*	-3	-1	66*	25	69*	-229
CC1=Nc2cc(C(=O)NCc3ccco3)ccc2Sc2ccc(C)cc21	-3	34	49	-3	13	44*	-0.2	13	14
Cc1cccc(C(C)C)c1NC(=O)COC(=O)CNS(=O)(=O)c1ccccc1	3	13	26	-5	-2	6	3.6	9	12
Cc1ccc(C(=O)COc2ccccc2-c2ccccc2)cc1	-2	9	-5	-1	-1	19	-0.9	18	4

Screening results deposited in PubChem BioAssay by Sanford-Burnham Center for Chemical Genomics.
